Lipid storage S3: qHTS Assay for Lipid Storage Modulators in Drosophila S3 Cells; Drosophila S3 cells, BODIPY lipid droplet fluorescence, 18-24 h; cells fed with added oleic acid; lipid storage change, negative = inhibition, % at the top dose, mostly 46.1 µM; hits show Potency in µM; 320,000 compounds, 0.64% hits; AID 2685; active = well fitted inhibition curve with a large enough effect in the signal ratio, with a control signal flat, not every such curve was filed as active; inconclusive = small, poorly fitted or top-dose-only effect, or effect the other way, or a change in a side signal; the % refers to the signal ratio
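Drosophila S3 cells got compounds at several concentrations plus oleic acid (400 uM solution). Laser-scanning cytometry with 488 nm excitation read lipid droplets at 500-530 nm and cells at 575-640 nm. Percent activity was relative to 20 uM Triacsin C.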
Lipid storage S3 cell count max: recorded beside Lipid storage S3, whose call it bears; cell number change, %; measured here: cell count max response;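 cells counted by Cell Tracker Red CMTPX staining in the red channel; peak over a dose series mostly up to 46.1 µM; percent activity relative to internal control wells on each plate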
Numbers without * were called inactive; i = inactive; ? = inconclusive; / = no result given; [ ] = dose if it differs, or a comment. % is set by controls: 0 for no effect and ±100 for the full control effect; potency is the fitted concentration of half-maximal effect. This is a subset; rates above refer to the full screens.

SMILES | Lipid storage S3 | Lipid storage S3 cell count max
Nc1ccc(CCS(N)(=O)=O)cc1 | ? | /
CCOC(=O)N1CCN(c2ncnc3scc(-c4ccc(Cl)cc4)c23)CC1 | i | /
CC(OC(=O)CN1C(=O)C2CCCCC2C1=O)C(=O)Nc1ncc(Cl)cc1Cl (stereo not drawn) | ? | /
CCCCNC(=O)NS(=O)(=O)c1ccc(C)cc1 | 0% | 4
CC(C)(C)c1nnc(NC(=O)Cc2ccc(Br)cc2)s1 | ? | /
CC(C)c1ccc(OCC(=O)Nc2ccc3oc(=O)ccc3c2)cc1 | 15% | -39
CC1CCC2(CC1)NC(=O)c1ccccc1O2 (stereo not drawn) | ? | /
O=C(Nc1nccs1)c1ccc(-c2ccccc2Cl)o1 | i | /
Cc1cc(C)n2c(SCC(=O)NC3CCCCC3)nnc2n1 | -8% | 0
CN(CCCS(=O)(=O)[O-])c1ccc(/C=C/c2ccc3ccccc3[n+]2C)cc1 | ? | /
CN(CC(=O)Nc1cccc(S(=O)(=O)NC2=NCCC2)c1)Cc1cccc(F)c1 | ? | /
COc1ccc(N(CC(=O)N2CCN(c3ccccc3)CC2)S(=O)(=O)c2c(C)noc2C)cc1 | 0%[9.22 µM] | 9
Cc1ccccc1Cn1c(C(C)O)nc2ccccc21 (stereo not drawn) | 6% | -11
Cc1ccc(CC2CC(=O)N(c3ccc(Cl)cn3)C2=O)cc1 (stereo not drawn) | ? | /
O=C(COc1ccc2c3c(c(=O)oc2c1)CCC3)N1CCCC1 | i | -17
COc1ccccc1NC(=O)CN1CCN(CC(=O)Nc2ccc(F)cc2)CC1 | ? | /
C=CCN(C(=O)c1ccc(Cl)cc1)c1ccccc1C(=O)NCC(=O)O | -5% | 10
COc1ccc(/C=C2/SC(=O)N(CCC(=O)Nc3ccc(S(=O)(=O)Nc4nccs4)cc3)C2=O)cc1 | -21% | -5
N=c1oc2ccccc2cc1C(=O)N/N=C/c1ccccc1 | -17% | 7
COc1ccccc1CNC(=O)COC(=O)c1cc(=O)[nH]c2ccccc12 | 13% | 20
CCC(C)SCc1nc2ccccc2[nH]1 (stereo not drawn) | 12% | -7
CCCCc1nnc(NC(=O)C2CC(=O)N(c3ccc(C)cc3)C2)s1 (stereo not drawn) | 0% | 0
COc1cc(/C=C/C(=O)Nc2ccc3[nH]c(=O)[nH]c3c2)cc(OC)c1OC | -4% | 13
CCOC(=O)Nc1cccc(OCC(=O)Nc2ccccc2OC)c1 | ? | /
CCOc1ccc(NCc2cc3c(C(C)(C)C)nn(-c4ccccc4)c3[nH]c2=O)cc1 | i | /
COc1ccccc1C(=O)NCCC(=O)NC1CCCC(C)C1C (stereo not drawn) | -27% | /
CCn1nc(C)c(CN2CCCC(CO)(Cc3ccccc3)C2)c1C (stereo not drawn) | -3% | 7
Cc1c(Cc2ccccc2)c(=O)oc2cc(OCC(N)=O)ccc12 | ? | /
CN(Cc1c(F)cccc1Cl)C(=O)CNC(=O)c1sc2ccccc2c1Cl | 25% | /
NS(=O)(=O)c1ccc(CCNC(=O)CSc2nc3ccccc3c(=O)n2CC2CCCO2)cc1 (stereo not drawn) | i | -18

In the list so far, 2 have an aryl thioether with sulfur outside any ring:
SMILES | Lipid storage S3 | Lipid storage S3 cell count max
Cc1cc(C)n2c(SCC(=O)NC3CCCCC3)nnc2n1 | -8% | 0
NS(=O)(=O)c1ccc(CCNC(=O)CSc2nc3ccccc3c(=O)n2CC2CCCO2)cc1 (stereo not drawn) | i | -18

Further results:
SMILES | Lipid storage S3 | Lipid storage S3 cell count max
C=CCOc1ccc(CN(C)CC(=O)Nc2ccc3c(c2)CCC3)cc1 | 1% | -19
O=C(Nc1ccc(N2CCCCC2)cc1)c1cc(S(=O)(=O)N2CCOCC2)ccc1F | ? | /
Cc1ccc(-c2cc(C(=O)Nc3ccc(S(=O)(=O)Nc4nccs4)cc3)c3ccccc3n2)c(C)c1 | 9% | -8
O=C(CN1C(=O)C(=O)c2ccccc21)c1ccccc1 | -4% | -3
COC(=O)c1ccc(=O)n(Cc2ccco2)c1 | ? | /
CC1=Nc2cccc3cccc(c23)N1 | ? | /
COc1ccc(NC(=O)CSc2nnc(-c3cccc(O)c3)o2)cc1 | ? | /
Cc1cccc(NCC(=O)N/N=C/c2ccc(Br)cc2)c1 | 5% | 13
Cc1cc2n(n1)C(c1ccccc1Cl)Nc1ccccc1-2 (stereo not drawn) | i | -15
COc1cccc(NC(=S)N(CCc2c(C)[nH]c3ccccc23)Cc2cccs2)c1 | ? | /
Cc1cc(NC(=O)c2cc(-c3ccco3)on2)no1 | -12% | -5
CCOCCCN(C(=O)CNC(=O)c1ccco1)C(C(=O)NC1CCCC1)c1ccccc1C (stereo not drawn) | ? | /
CN(CC(=O)Nc1ccccc1Br)C(=O)c1ccccc1-c1nc2ccccc2s1 | ? | /
CCC1(C)NC(C(=O)O)Cc2c1[nH]c1ccccc21 (stereo not drawn) | -6% | 5
CS(=O)(=O)N(CC(=O)NC1CC2CCC1C2)c1cccc(C(F)(F)F)c1 (stereo not drawn) | ? | /
Cc1ccc(C)c(NC(=O)CSc2nnc(-c3ccncc3)o2)c1 | 10% | 10
O=C1CCc2cc(S(=O)(=O)NC(C(=O)NCc3cccnc3)c3ccccc3)ccc2N1 (stereo not drawn) | ? | /
CC(=O)c1cccc(NC(=O)COC(=O)Cc2ccc(Cl)cc2)c1 | ? | /
COc1ccccc1N(C)S(=O)(=O)c1ccc(C(=O)OCC(=O)N2CCCCCC2)cc1 | ? | /
O=C(OCCOc1ccc(Br)cc1)c1ccc(Cl)nc1 | ? | /
CCn1cc(C(=O)N2CCCCC2)c(=O)c2cc(S(=O)(=O)N3CCC(C)CC3)ccc21 | 13% | 1
CC(C)CN(C(=O)CN1CCN(c2ccccc2F)CC1)c1c(N)n(CC(C)C)c(=O)[nH]c1=O | ? | /
Cc1c(C(=O)NCC(c2ccco2)N2CCCC2)oc2ccc(Cl)cc12 (stereo not drawn) | i | 14
CC(C)(C)NS(=O)(=O)c1ccc(Oc2ncc(C(F)(F)F)cc2Cl)cc1 | i | /
O=[N+]([O-])c1ccc2c(c1)nc1n2CCN(c2ccccc2)C1 | 12% | 0
CC(=O)Nc1ccc(NS(=O)(=O)c2ccc3[nH]c(=O)[nH]c3c2)cc1 | ? | /
Cc1ccc(-c2nc3ccccc3[nH]2)cc1NC(=O)c1sc2cc(Cl)ccc2c1Cl | -6% | 7
CCC(Sc1nc(-c2ccccc2)c(C#N)c(=O)[nH]1)C(=O)Nc1nnc(C)s1 (stereo not drawn) | ? | /
COCCN1C(=O)c2ccc(C(=O)NCc3ccco3)cc2C1=O | i | 21
CC(=O)c1ccc(-c2ccc(C(=O)NC3CC(C)(C)NC(C)(C)C3)o2)cc1 | 15% | /
CCOC(=O)c1noc(C)c1C(=O)Nc1cccc(F)c1 | i | /
O=C(O)c1cccc(N=NN2CCOCC2)c1 | -15% | 4
COc1ccc(/C=N\NC(=O)c2sccc2C)cc1Cn1nc(C)cc1C | ? | /
COC(=O)c1ccc(Cn2nc(C)c(Br)c2C)cc1 | ? | /
CCC1(CC)NC(=O)N(CC(=O)OCC(=O)NC(=O)c2ccccc2)C1=O | 7% | 23
Nc1nc(=S)[nH]c2c1C1(CCCC1)Cc1ccccc1-2 | 12% | -1
Cc1ccc2c(c1)[C@@H]1CN(C)CC[C@@H]1N2S(=O)(=O)c1ccc(F)cc1 | ? | /
Cc1cccc(NC(=O)CN2CCSc3ccccc32)c1 | ? | /
CN(C1CCS(=O)(=O)C1)S(=O)(=O)c1ccc2ccccc2c1 (stereo not drawn) | 15% | 11
COc1ccc(N2CC(NC(=O)N3CCc4ccccc43)CC2=O)cc1OC (stereo not drawn) | -14% | -4
O=S(=O)(NCCN1CCCC1)c1ccc(Cl)cc1 | -5% | 2
COc1ccc(NC(=O)CCc2c(C)nc3nc(C)nn3c2C)cc1 | ? | /
CN(C)S(=O)(=O)c1cccc(C(=O)Nc2ccc3c(c2)CCC3)c1 | ? | /
Cc1cc(C)nc(N/N=C/C2=C(N3CCOCC3)C(=C\c3ccc(Cl)cc3)/CC2)n1 | ? | /
Cc1cc(C=C2C(=O)c3ccccc3C2=O)c(C)n1C | ? | /
CN(C)S(=O)(=O)c1ccc(Cl)c(C(=O)NC2CCCCCCC2)c1 | i | 5
O=C(c1ccc(F)cc1)N1CCOC(c2nc(-c3ccc(F)cc3)no2)C1 (stereo not drawn) | -3% | /
O=c1ccn(-c2cccc(C(F)(F)F)c2)nc1-c1ccn(-c2cccc(Cl)c2)n1 | ? | /
COc1ccccc1CN1CC(C(=O)N(C)Cc2nc(C)cs2)CCC1=O (stereo not drawn) | ? | /
CN1CCc2ccccc2C1Cc1ccccc1NC(=O)c1sc2ccccc2c1Cl (stereo not drawn) | ? | /
Carrying on:
SMILES | Lipid storage S3 | Lipid storage S3 cell count max
COc1ccc(C(=O)Nc2cc(OC)c(Cl)cc2OC)cc1 | ? | /
CCOC(=O)C(NC(=O)Nc1ccc(F)cc1)(OCC)C(F)(F)F (stereo not drawn) | 3% | 1
O=C(COc1ncnc2sccc12)N1CCc2ccccc2C1 | 23% | -5
COCCN(C(=O)COC(=O)CCc1nc2ccccc2s1)c1c(N)n(Cc2ccccc2)c(=O)[nH]c1=O | ? | /
O=C1C=C(c2ccc3ncccc3c2)C[C@@H](c2ccc(F)cc2)C1 | ? | /
C/C(=N\NC(=O)c1ccc(NS(=O)(=O)c2cccs2)cc1)c1ccc(Cl)cc1 | 9% | 5
CCc1nnc(NC(=O)c2cccc(S(=O)(=O)N3CCN(C(C)=O)CC3)c2)s1 | ? | /
O=C(Nc1cccnc1Cl)C1c2ccccc2Oc2ccccc21 | -24% | 8
CN(C)C(=O)CSc1n[nH]c(=O)[nH]c1=O | 21% | 1
Cc1ccc(N=C2CCCCCN2C)c(C#N)c1 | ? | /
C=C(C)CSc1nc2ncc(Cl)cc2[nH]1 | ? | /
CCC(Sc1nncn1C)C(=O)Nc1cc(C)on1 (stereo not drawn) | -5% | 2
CCOC(=O)c1c(N)nn(C(=O)CC)c1-c1ccccc1 | -1% | -13
CCCOC(=O)C1C2C=CC3(CN(c4cccc(Cl)c4)C(=O)C13)O2 (stereo not drawn) | 20% | 13
CCC(=O)Nc1ccc(C(=O)NNC(=O)C(c2ccccc2)c2ccccc2)cc1 | ? | /
Cc1ccc(C(C(=O)NC(C)(C)C)N(CC2CCCO2)C(=O)c2csnn2)cc1 (stereo not drawn) | ? | /
O=C1C2C3C=CC(C3)C2C(=O)N1c1ccc(Cc2ccncc2)cc1 (stereo not drawn) | -6% | -18
CC1CCCC(C)N1C(=O)C1CCCCC1 (stereo not drawn) | ? | /
O=C(C1CC1)N1CCc2cc(S(=O)(=O)N3CCN(c4ccccc4)CC3)ccc21 | ? | /
O=C(c1ccc(F)cc1)N(Cc1cccs1)C1CCS(=O)(=O)C1 (stereo not drawn) | 20% | -10
CCOc1c(Cl)cc(/C=C/C(=O)N(CC)CC(=O)Nc2ccc(NC(C)=O)cc2)cc1OC | ? | /
Cc1nc2nc(-c3ccco3)[nH]n2c(=O)c1C | ? | /
C/C(=N\NC(=O)CC1N=C(Cc2ccccc2)NNC1=O)c1ccc(Cl)cc1Cl (stereo not drawn) | 4% | -5
Cc1cccc(NC(=O)NNC(=O)c2ccc3ccccc3c2O)c1 | 6% | 21
CCOc1ccccc1NC(=O)c1ccc2c(=O)n3c(nc2c1)CCCCC3 | ? | /
CCc1nn(CC(=O)NCCCN(CC)Cc2ccccc2)c(=O)c2cc3sccc3n12 | -1% | -1
COc1cccc2sc3ccc(NCCC4CCCN4C)cc3c(=O)c12 (stereo not drawn) | ? | /
CC(C)CCN1NC2(CCCC(C)C2)NC1=S (stereo not drawn) | -1% | -6
CC(C)Cn1c(-c2ccc(Cl)cc2)cnc1SCC(=O)N1CCOCC1 | ? | /
c1ccc(CC2CCN(c3ncnc4sccc34)CC2)cc1 | ? | /

13 structures from above, arranged by number of heavy atoms, rising.
SMILES | Lipid storage S3 | Lipid storage S3 cell count max
CC1CCCC(C)N1C(=O)C1CCCCC1 (stereo not drawn) | ? | /
CC(C)CCN1NC2(CCCC(C)C2)NC1=S (stereo not drawn) | -1% | -6
CCOC(=O)c1c(N)nn(C(=O)CC)c1-c1ccccc1 | -1% | -13
c1ccc(CC2CCN(c3ncnc4sccc34)CC2)cc1 | ? | /
O=C(c1ccc(F)cc1)N(Cc1cccs1)C1CCS(=O)(=O)C1 (stereo not drawn) | 20% | -10
CCCOC(=O)C1C2C=CC3(CN(c4cccc(Cl)c4)C(=O)C13)O2 (stereo not drawn) | 20% | 13
O=C1C2C3C=CC(C3)C2C(=O)N1c1ccc(Cc2ccncc2)cc1 (stereo not drawn) | -6% | -18
COc1cccc2sc3ccc(NCCC4CCCN4C)cc3c(=O)c12 (stereo not drawn) | ? | /
CCOc1ccccc1NC(=O)c1ccc2c(=O)n3c(nc2c1)CCCCC3 | ? | /
C/C(=N\NC(=O)CC1N=C(Cc2ccccc2)NNC1=O)c1ccc(Cl)cc1Cl (stereo not drawn) | 4% | -5
CCC(=O)Nc1ccc(C(=O)NNC(=O)C(c2ccccc2)c2ccccc2)cc1 | ? | /
CCc1nn(CC(=O)NCCCN(CC)Cc2ccccc2)c(=O)c2cc3sccc3n12 | -1% | -1
CCOc1c(Cl)cc(/C=C/C(=O)N(CC)CC(=O)Nc2ccc(NC(C)=O)cc2)cc1OC | ? | /

(cont.)
SMILES | Lipid storage S3 | Lipid storage S3 cell count max
CS(=O)(=O)N1CCC(C(=O)Nc2cc(Cl)c(Cl)cc2Cl)CC1 | 4% | 11
CC1Cc2ccccc2N1C(=S)NC(=O)c1ccc(Cl)cc1Cl (stereo not drawn) | -3% | -10
Cc1cc(=O)[nH]c2c(C)cc(S(=O)(=O)Nc3ccc(O)cc3)cc12 | ? | /
CCC(Oc1ccccc1)C(=O)N1CCN(CC)CC1 (stereo not drawn) | ? | /
